GPR151 activ: activators of human GPR151; Q8TDV0; PathHunter beta-arrestin GPR151 cells, luminescence; activation, % at 11.2 µM; 650,000 tested, 1% active; in the data active = activation above about 4.9%;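 note: 0% = median of compound wells and 100% = cells with positive control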
Target sequence (Q8TDV0 whole entry, looked up): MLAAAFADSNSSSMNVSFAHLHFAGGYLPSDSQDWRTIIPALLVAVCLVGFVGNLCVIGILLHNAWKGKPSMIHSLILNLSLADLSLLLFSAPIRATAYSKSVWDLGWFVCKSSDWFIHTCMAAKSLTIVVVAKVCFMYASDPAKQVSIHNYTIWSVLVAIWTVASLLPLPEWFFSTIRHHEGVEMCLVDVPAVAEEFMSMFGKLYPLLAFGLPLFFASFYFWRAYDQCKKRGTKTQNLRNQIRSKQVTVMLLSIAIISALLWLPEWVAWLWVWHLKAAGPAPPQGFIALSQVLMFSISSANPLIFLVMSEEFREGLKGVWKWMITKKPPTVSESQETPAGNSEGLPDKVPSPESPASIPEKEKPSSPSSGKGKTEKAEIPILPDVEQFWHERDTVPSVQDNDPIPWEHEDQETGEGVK
TEAD-YAP inh: TEAD-YAP interaction inhibition. HEK-TIYL cells, TEAD-Gal4/YAP UAS-luciferase luminescence. AID 1259422. inhibition, % at 9.12 µM. 640,000 tested, 1.4% active; in the data active = inhibition above about 32%;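 note: 0% = median of test compound wells and 100% = reference inhibitor wells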
MITF primary: blocks human microphthalmia-associated transcription factor | AID 1259374 | AlphaScreen MITF homodimerization, bead proximity signal | O75030 | 650,000 tested, 0.91% active | inhibition, % at 2.6 µM; in the data active = inhibition above about 50%;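 note: 0% = vehicle wells with protein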
Target sequence (O75030 whole entry, looked up): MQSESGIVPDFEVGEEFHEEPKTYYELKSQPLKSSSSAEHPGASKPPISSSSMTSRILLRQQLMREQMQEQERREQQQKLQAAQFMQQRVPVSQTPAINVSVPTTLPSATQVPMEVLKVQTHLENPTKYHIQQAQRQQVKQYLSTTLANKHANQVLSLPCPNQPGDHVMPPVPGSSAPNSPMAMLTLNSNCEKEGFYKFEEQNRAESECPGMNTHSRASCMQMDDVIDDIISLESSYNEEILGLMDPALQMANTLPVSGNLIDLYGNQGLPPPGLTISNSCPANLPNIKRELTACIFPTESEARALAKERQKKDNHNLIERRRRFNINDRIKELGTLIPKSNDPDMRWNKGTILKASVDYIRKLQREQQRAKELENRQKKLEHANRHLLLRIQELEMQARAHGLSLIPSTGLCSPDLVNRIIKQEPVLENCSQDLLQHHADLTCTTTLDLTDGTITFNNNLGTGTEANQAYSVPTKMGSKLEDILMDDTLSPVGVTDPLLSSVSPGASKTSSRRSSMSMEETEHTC
FBW7 act: human FBW7 E3 ligase activation, primary screen | Q969H0 | AlphaScreen FBW7–phospho-cyclin E peptide binding, activator screen | normalized activity (activation), % at 26.1 µM | 650,000 tested, 0.13% active; in the data active = normalized activity above about 1.9%;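 note: purified mutant Fbw7 with reduced substrate affinity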
* marks the source's active call; other numbers are inactive results; & = joins results of further samples.

For COc1ccc(CCNC(=O)c2ccc(CNC(=O)c3ccc4c(c3)OCO4)cc2)cc1OC the results were GPR151 activ 0.6, TEAD-YAP inh 2, MITF primary -11 and FBW7 act -0.2.
`COCCNC(=O)/C(C#N)=C/c1ccc(N2CCOCC2)cc1` gave GPR151 activ -0.6, TEAD-YAP inh -21, MITF primary 15 and FBW7 act 0.5.
For CCOC(=O)c1c(-c2ccc(C)o2)csc1NC(=O)CN1CCCCC1C (stereo not given) the results were GPR151 activ 0.4, TEAD-YAP inh 5, MITF primary 57* and FBW7 act -0.4.
`COc1ccccc1NC(=O)C1CCCN1C(=O)OCc1ccccc1` (stereo not given) gave GPR151 activ -0.7, TEAD-YAP inh 6, MITF primary 8 and FBW7 act 0.1.
For CN(Cc1ccc(C(F)(F)F)cc1)C(=O)CC1C(=O)NCCN1Cc1ccc(F)cc1 (stereo not given) the results were GPR151 activ -0.7, TEAD-YAP inh 3, MITF primary -3 and FBW7 act -0.1.
Screening O=c1c2c3c(sc2ncn1CCc1ccccc1Cl)CC(NCCCO)CC3 (stereo not given) returned GPR151 activ 1.5, TEAD-YAP inh -8, MITF primary -6 and FBW7 act 0.0.
`CC(C)CCSc1nc2[nH]ncc2c(=O)[nH]1` gave GPR151 activ 0.3, TEAD-YAP inh -11, MITF primary -1 and FBW7 act -0.1.
For Cc1cccc(N2CCN(C(=O)c3cnn4c(C)c(Cc5ccccc5Cl)c(C)nc34)CC2C)c1 (stereo not given) the results were GPR151 activ 1.6, TEAD-YAP inh 9, MITF primary 4 and FBW7 act -0.2.
Screening COc1cccc(C(c2sc3ncnn3c2O)N2CCN(C(=O)c3ccco3)CC2)c1 (stereo not given) returned GPR151 activ -0.4, TEAD-YAP inh 6, MITF primary 3 and FBW7 act -0.2.
`N=c1oc2ccccc2cc1C(N)=S` gave GPR151 activ -0.4, TEAD-YAP inh 5, MITF primary 2 and FBW7 act -0.1.
For COc1ccc(C2(C(=O)Nc3ccc(C)cc3)CCCC2)cc1OC the results were GPR151 activ 0.7, TEAD-YAP inh -3, MITF primary 9 and FBW7 act -0.1.
For CCc1nn(CCC#N)c(=O)c2cc3sccc3n12 the results were GPR151 activ 1.2, TEAD-YAP inh -3, MITF primary -1 and FBW7 act -0.1.
`CCC(CC)NC(=O)COc1ccc(Cl)cc1` gave GPR151 activ 0.7, TEAD-YAP inh 13, MITF primary 3 and FBW7 act 0.1.
`CC1=C(C(=O)Nc2cc(C)ccn2)C(c2ccc(N(C)C)cc2)C2=C(CCCC2=O)N1` (stereo not given) gave GPR151 activ -1.1, TEAD-YAP inh -1, MITF primary -8 and FBW7 act 0.1.
For COc1ccc(C(=O)n2cccn2)cc1[N+](=O)[O-] the results were GPR151 activ -1.5, TEAD-YAP inh -5, MITF primary 19 and FBW7 act 1.8.
`CCOC(=O)C1=C(N)OC2=C(C(=O)CC(c3ccccc3)C2)C1c1cccc(Cl)c1Cl` (stereo not given) gave GPR151 activ 0.0, TEAD-YAP inh 8, MITF primary -14 and FBW7 act 0.1.
For N#Cc1cc(Cl)ccc1OCC(=O)O the results were GPR151 activ -0.4, TEAD-YAP inh 5, MITF primary -1 and FBW7 act 0.0.
For N#C/C(=C\c1ccc(-c2cc([N+](=O)[O-])ccc2O)o1)c1nc2ccccc2[nH]1 the results were GPR151 activ -0.2, TEAD-YAP inh -2, MITF primary 6 and FBW7 act -0.1.
For COc1cc(NC(=O)c2ccccc2F)nc(OC)n1 the results were GPR151 activ -8.1, TEAD-YAP inh -29, MITF primary -6 and FBW7 act -0.1.
CC(C)(C)NC(=O)C(c1cccnc1)N(C(=O)c1csnn1)c1ccc(Cl)cc1 (stereo not given) was read as GPR151 activ -0.2, TEAD-YAP inh -3, MITF primary 5 and FBW7 act 0.1.
For CCOc1cccc(C2C(C(=O)OC)=C(C)NC3=C2C(=O)CC(c2ccc(OC)c(OC)c2)C3)c1 (stereo not given) the results were GPR151 activ 0.5, TEAD-YAP inh -1, MITF primary -3 and FBW7 act -0.1.
For O=C(Nc1c2c(nn1-c1ccc(Oc3ccccc3)cc1)CSC2)c1ccccc1C(F)(F)F the results were GPR151 activ 0.9, TEAD-YAP inh 6, MITF primary -10 and FBW7 act 0.3.
`O=C(NCc1ccc(Cl)cc1)C1CC(=O)N(Nc2ccccc2)C1` (stereo not given) gave GPR151 activ 0.9, TEAD-YAP inh 9, MITF primary -5 and FBW7 act -0.1.
O=C(c1ccccc1[N+](=O)[O-])N(Cc1ccco1)C1CCS(=O)(=O)C1 (stereo not given) was read as GPR151 activ -0.5, TEAD-YAP inh 1, MITF primary -13 and FBW7 act -0.2.
Cn1cc(Cl)ccc1=NC=C(C#N)C#N was read as GPR151 activ -2.1&-0.7, TEAD-YAP inh -17&5, MITF primary 2&2 and FBW7 act 0.2&0.3.
Screening Cc1ccc(NS(=O)(=O)c2cc(N)ccc2C)c(C)c1 returned GPR151 activ 1.0, TEAD-YAP inh -1, MITF primary 4 and FBW7 act 0.5.
Screening CCOc1ccc(C2CC(=O)NC(SCC(=O)Nc3ccccc3)=C2C#N)cc1 (stereo not given) returned GPR151 activ -1.2, TEAD-YAP inh 12, MITF primary 20 and FBW7 act 0.9.
For CCC(C)NCc1nc2sc(C(=O)OC)c(C)c2c(=O)[nH]1 (stereo not given) the results were GPR151 activ 2.0, TEAD-YAP inh 7, MITF primary 41 and FBW7 act 0.1.
For Cn1c(O)c(C=NCc2ccc3c(c2)OCO3)c(=O)[nH]c1=S the results were GPR151 activ 0.6, TEAD-YAP inh 11, MITF primary 4 and FBW7 act 0.0.
CCN1CCN(CC(=O)Nc2ccc(C(C)=O)cc2)C(=O)C1=O was read as GPR151 activ -1.9, TEAD-YAP inh 13, MITF primary 27 and FBW7 act -0.2.

9 compounds from above, sorted by count of non-hydrogen atoms, rising:
For N#Cc1cc(Cl)ccc1OCC(=O)O the results were GPR151 activ -0.4, TEAD-YAP inh 5, MITF primary -1 and FBW7 act 0.0.
Cn1cc(Cl)ccc1=NC=C(C#N)C#N was read as GPR151 activ -2.1&-0.7, TEAD-YAP inh -17&5, MITF primary 2&2 and FBW7 act 0.2&0.3.
Screening Cc1ccc(NS(=O)(=O)c2cc(N)ccc2C)c(C)c1 returned GPR151 activ 1.0, TEAD-YAP inh -1, MITF primary 4 and FBW7 act 0.5.
For Cn1c(O)c(C=NCc2ccc3c(c2)OCO3)c(=O)[nH]c1=S the results were GPR151 activ 0.6, TEAD-YAP inh 11, MITF primary 4 and FBW7 act 0.0.
`O=C(NCc1ccc(Cl)cc1)C1CC(=O)N(Nc2ccccc2)C1` (stereo not given) gave GPR151 activ 0.9, TEAD-YAP inh 9, MITF primary -5 and FBW7 act -0.1.
O=C(c1ccccc1[N+](=O)[O-])N(Cc1ccco1)C1CCS(=O)(=O)C1 (stereo not given) was read as GPR151 activ -0.5, TEAD-YAP inh 1, MITF primary -13 and FBW7 act -0.2.
CC(C)(C)NC(=O)C(c1cccnc1)N(C(=O)c1csnn1)c1ccc(Cl)cc1 (stereo not given) was read as GPR151 activ -0.2, TEAD-YAP inh -3, MITF primary 5 and FBW7 act 0.1.
`CCOC(=O)C1=C(N)OC2=C(C(=O)CC(c3ccccc3)C2)C1c1cccc(Cl)c1Cl` (stereo not given) gave GPR151 activ 0.0, TEAD-YAP inh 8, MITF primary -14 and FBW7 act 0.1.
For O=C(Nc1c2c(nn1-c1ccc(Oc3ccccc3)cc1)CSC2)c1ccccc1C(F)(F)F the results were GPR151 activ 0.9, TEAD-YAP inh 6, MITF primary -10 and FBW7 act 0.3.

(next part)
`CC(=O)c1ccc(OCc2cc(C(=O)N3CCOCC3)no2)cc1` gave GPR151 activ -1.6, TEAD-YAP inh -53, MITF primary -8 and FBW7 act -0.1.
`Cc1cc2cc(C(=O)N3CCCC(C(=O)Nc4ccc(-c5ccco5)cc4)C3)ccc2o1` (stereo not given) gave GPR151 activ -0.3, TEAD-YAP inh 18, MITF primary 13 and FBW7 act -0.1.
For O=C(O)[C@H]1CN(C(=O)c2ccncc2)C[C@@H]1c1ccc(F)cc1 the results were GPR151 activ 2.4, TEAD-YAP inh -7, MITF primary 0 and FBW7 act 0.0.
For COc1cc(OC)nc(Oc2ccccc2-c2ccnc(C)n2)n1 the results were GPR151 activ -0.8, TEAD-YAP inh -2, MITF primary 3 and FBW7 act 0.0.
Screening CC1CCN(C(=O)Cn2cc3c(n2)CCCCC3)CC1 returned GPR151 activ -0.5, TEAD-YAP inh -30, MITF primary 8 and FBW7 act 0.8.
N#Cc1cccc(NC(=O)c2cc(Br)ccc2Cl)c1 was read as GPR151 activ 1.2, TEAD-YAP inh 9, MITF primary 4 and FBW7 act 0.0.
`O=C(Cc1ccc(F)cc1)Nc1cc(Nc2ccccc2CO)ccn1` gave GPR151 activ 1.1, TEAD-YAP inh -10, MITF primary -7 and FBW7 act -0.1.
Screening COC(=O)/C(=C/c1ccc(OC)cc1)NC(=O)c1ccco1 returned GPR151 activ -0.5, TEAD-YAP inh 5, MITF primary 0 and FBW7 act -0.3.
O=C(N/N=C/c1cccc([N+](=O)[O-])c1O)/C(=C/c1ccccc1)NC(=O)c1ccccc1 was read as GPR151 activ -1.0, TEAD-YAP inh 4, MITF primary 42 and FBW7 act -1.0.
For Cc1ccc(C(C)CCN2CCC(C3(CCc4ccccc4)NC(=O)NC3=O)CC2)o1 (stereo not given) the results were GPR151 activ -0.1, TEAD-YAP inh -6, MITF primary 1 and FBW7 act -0.2.
Screening O=C(OCc1ccc2c(c1)OCO2)c1cccc(S(=O)(=O)N2CCOCC2)c1 returned GPR151 activ 1.3, TEAD-YAP inh 2, MITF primary -3 and FBW7 act 0.2.
`Cc1ccc(N2C(=O)CSC2c2ccccc2)cc1` (stereo not given) gave GPR151 activ 2.3, TEAD-YAP inh 0, MITF primary 2 and FBW7 act 0.5.
Screening O=C(OC1CCOC1=O)c1c(Cl)ccc(Cl)c1Cl (stereo not given) returned GPR151 activ -0.8, TEAD-YAP inh 1, MITF primary 6 and FBW7 act 0.1.
`CCOC(=O)c1ccc2c(c1)[C@@H]1C=CC[C@@H]1[C@H](c1ccc(C(=O)O)cc1)N2` gave GPR151 activ -1.5, TEAD-YAP inh 7, MITF primary 52* and FBW7 act -0.7.
Screening CCC1(C)Cc2ccccc2-c2nc3n(c(=O)c21)CC(O)CS3 (stereo not given) returned GPR151 activ -1.7, TEAD-YAP inh 12, MITF primary 6 and FBW7 act 0.2.
Screening COc1ccc(C(CC(=O)O)c2ccccc2)cc1 (stereo not given) returned GPR151 activ 1.3, TEAD-YAP inh 3, MITF primary -6 and FBW7 act 0.7.
Screening O=C(Nc1ccc(Br)cc1)NC1CC(=O)N(c2ccc(F)cc2)C1 (stereo not given) returned GPR151 activ -0.9, TEAD-YAP inh 6, MITF primary -6 and FBW7 act 0.1.
`CN1C(=O)N(C)C2OC(C3OC4C(O3)N(C)C(=O)N4C)OC21` (stereo not given) gave GPR151 activ -0.2, TEAD-YAP inh 2, MITF primary 55* and FBW7 act 0.1.
O=C(NC1CCN(Cc2ccccc2)C1)c1cc(COc2ccc(F)cc2F)on1 (stereo not given) was read as GPR151 activ 0.0, TEAD-YAP inh -2, MITF primary 4 and FBW7 act 0.8.
Screening Cc1c(Cl)cccc1NC(=O)c1cc(S(=O)(=O)N2CCCCCC2)ccc1F returned GPR151 activ -0.5, TEAD-YAP inh 3, MITF primary 7 and FBW7 act -0.2.
For N#C/C(=C\c1cc2c(cc1[N+](=O)[O-])OCO2)C(=O)Nc1cccc(Br)c1 the results were GPR151 activ 0.0, TEAD-YAP inh -6, MITF primary 1 and FBW7 act -0.3.
Screening COc1cc(C2NC(=O)NC(C)=C2C(=O)OCCOc2ccccc2)ccc1O (stereo not given) returned GPR151 activ -0.5, TEAD-YAP inh -3, MITF primary -1 and FBW7 act 0.0.
Screening CC1(C)Cc2cccc(OCC(=O)Nc3ccc(-c4cn5ccsc5n4)cc3)c2O1 returned GPR151 activ 0.5, TEAD-YAP inh 0, MITF primary 6 and FBW7 act -0.1.
`Cn1c(NNC(=O)C2CCCC2)cc(=O)n(C)c1=O` gave GPR151 activ -0.2, TEAD-YAP inh 14, MITF primary 2 and FBW7 act 0.2.
`CCOc1ccc(N2C(=O)/C(=C\c3cccs3)S(=O)(=O)C2c2cccc([N+](=O)[O-])c2)cc1` (stereo not given) gave GPR151 activ -0.2, TEAD-YAP inh 1, MITF primary 16 and FBW7 act 0.1.
`CCOc1ccc2nc(NC(=O)CSc3nnc(C)n3CC)sc2c1` gave GPR151 activ -0.8, TEAD-YAP inh 0, MITF primary 18 and FBW7 act 0.1.
`Cc1nc2cc(-c3cccc(F)c3)nn2c(C)c1CCC(=O)Nc1cccnc1` gave GPR151 activ 1.3, TEAD-YAP inh 0, MITF primary -1 and FBW7 act 0.0.
For Cc1ccc(NS(=O)(=O)c2ccc(S(N)(=O)=O)cc2)cc1C the results were GPR151 activ 0.4, TEAD-YAP inh 3, MITF primary 19 and FBW7 act 0.2.
For Cc1cc(/C=C2\C(=O)NC(=O)N(C)C2=O)c(C)n1C1CCCCC1 the results were GPR151 activ -0.5, TEAD-YAP inh -11, MITF primary -3 and FBW7 act -0.8.
`COc1ccc(CNC(=O)Cc2c(C)n(C(=O)c3ccc(Cl)cc3)c3ccc(OC)cc23)cc1` gave GPR151 activ 0.8, TEAD-YAP inh -1, MITF primary 0 and FBW7 act 0.0.
Screening COc1ccc(Cl)cc1NC(=S)N1CCN(C(=O)c2ccco2)CC1 returned GPR151 activ -2.1, TEAD-YAP inh 2, MITF primary 0 and FBW7 act 0.2.
CCOC(=O)C1C(c2ccc(F)cc2)NC(=S)NC1(O)C(F)(F)F (stereo not given) was read as GPR151 activ 0.3, TEAD-YAP inh 10, MITF primary 5 and FBW7 act -0.2.

No enrichment for hits; any-hit rate near 3.5%.
